PAFAH1B3 FP inh = PAFAH1B3 (human) inhibition; Q15102; recombinant PAFAH1B3, FP-rhodamine probe, fluorescence polarization; inhibition, % at 3.39 µM; hit rate 0.28% among 340,000;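 active means inhibition above the screen-wide average of all tested compounds plus 3 SD, cut at about 25% in these data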;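 further: 0% = enzyme with DMSO only and 100% = wells lacking PAFAH1B3 protein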
PAD4 FP inh = blocks human protein arginine deiminase 4; Q9UM07; recombinant PAD4, RCA probe fluorescence polarization; inhibition, % at 6.36 µM; hit rate 0.41% among 330,000; AID 485272;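 active means percent inhibition above a cutoff equal to the mean of all tested compounds plus 3 SD, cut at about 15% in these data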;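 further: 0% = PAD4 with RCA probe and DMSO and 100% = probe without PAD4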
Target sequence (Q9UM07 whole entry, looked up): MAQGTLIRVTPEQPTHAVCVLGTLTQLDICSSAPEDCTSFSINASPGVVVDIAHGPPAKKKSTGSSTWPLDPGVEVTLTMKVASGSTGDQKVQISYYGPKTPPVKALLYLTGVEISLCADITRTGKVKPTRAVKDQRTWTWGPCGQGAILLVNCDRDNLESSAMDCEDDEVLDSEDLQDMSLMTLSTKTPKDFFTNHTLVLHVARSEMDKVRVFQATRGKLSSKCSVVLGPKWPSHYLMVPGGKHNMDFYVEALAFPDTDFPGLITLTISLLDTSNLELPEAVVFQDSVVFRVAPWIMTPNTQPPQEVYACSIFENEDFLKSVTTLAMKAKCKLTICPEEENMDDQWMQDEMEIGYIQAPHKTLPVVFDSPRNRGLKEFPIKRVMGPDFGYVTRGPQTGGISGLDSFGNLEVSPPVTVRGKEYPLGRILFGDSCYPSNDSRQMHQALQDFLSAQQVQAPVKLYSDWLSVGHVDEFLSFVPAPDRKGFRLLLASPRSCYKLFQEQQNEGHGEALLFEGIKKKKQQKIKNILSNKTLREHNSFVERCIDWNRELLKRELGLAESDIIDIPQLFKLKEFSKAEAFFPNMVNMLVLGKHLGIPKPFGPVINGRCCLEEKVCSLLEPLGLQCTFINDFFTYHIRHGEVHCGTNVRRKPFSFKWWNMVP
LYPLA1 inh = blocks human lysophospholipase 1, a PME1 counter-screen | recombinant LYPLA1, FP-Rh probe fluorescence polarization | hit rate 0.16% among 320,000 | inhibition, % at 5.9 µM;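 active means inhibition above the mean of all tested compounds plus 3 SD, set per campaign, cut at about 14% in these data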;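 further: inhibitors block serine hydrolase probe labeling of LYPLA1 so polarization falls; 0% = enzyme with DMSO and 100% = wells lacking LYPLA1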
Target sequence (O75608 whole entry, looked up): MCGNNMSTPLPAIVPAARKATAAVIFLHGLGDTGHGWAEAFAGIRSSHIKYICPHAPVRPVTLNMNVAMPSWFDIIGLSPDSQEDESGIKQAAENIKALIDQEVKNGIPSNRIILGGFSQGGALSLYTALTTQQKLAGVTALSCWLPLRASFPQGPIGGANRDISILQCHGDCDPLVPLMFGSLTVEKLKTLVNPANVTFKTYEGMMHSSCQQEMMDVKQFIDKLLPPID
PME-1 primary = PME-1 (human) inhibition; Q9Y570; recombinant PME-1, FP-Rh probe fluorescence polarization; inhibition, % at 5.9 µM; hit rate 0.53% among 320,000; AID 2130;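 active means inhibition above the campaign mean of all compounds plus 3 SD, cut at about 26% in these data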;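 further: competitive labeling of PME-1 active site by serine hydrolase directed probe; 0% = PME-1 with DMSO and 100% = wells lacking PME-1 enzyme; inhibitors block probe labeling so polarization falls and inhibition rises; many of its hits are not listed in these tables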
LYPLA2 counter = blocks human lysophospholipase 2, a PME1 counter-screen; O95372; recombinant LYPLA2, FP-Rh probe fluorescence polarization; inhibition, % at 5.9 µM; hit rate 0.38% among 320,000;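 active means inhibition above the screen-wide mean plus 3 SD, limit set per campaign, cut at about 26% in these data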;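 further: 0% = LYPLA2 with DMSO and 100% = wells lacking LYPLA2 enzyme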
Target sequence (O95372 whole entry, looked up): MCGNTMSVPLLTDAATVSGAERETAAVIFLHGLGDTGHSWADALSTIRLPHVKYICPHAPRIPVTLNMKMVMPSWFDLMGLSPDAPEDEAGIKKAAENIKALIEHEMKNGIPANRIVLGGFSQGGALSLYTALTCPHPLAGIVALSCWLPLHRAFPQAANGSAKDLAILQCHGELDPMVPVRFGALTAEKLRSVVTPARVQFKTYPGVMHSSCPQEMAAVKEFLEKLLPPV
pPAFAH inh = pPAFAH (human) enzyme inhibition | hit rate 1.5% among 330,000 | Q13093 | recombinant pPAFAH, FP-rhodamine probe fluorescence polarization | inhibition, % at 3.39 µM;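 active means inhibition above the mean inhibition across the screen plus 3 SD, cut at about 25% in these data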;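 further: inhibitors block binding of the rhodamine activity-based probe so polarization drops; 0% = enzyme with DMSO and 100% = wells lacking pPAFAH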
PAFAH1B2 inh = inhibitors of human PAFAH1B2; P68402; inhibition, % at 3.39 µM; AID 492953; hit rate 1.2% among 340,000; recombinant PAFAH1B2, FP-rhodamine activity probe, fluorescence polarization;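 active means inhibition above the mean of all tested compounds plus 3 SD, cut at about 24% in these data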;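 further: 0% = enzyme with DMSO and 100% = wells lacking PAFAH1B2; many of its hits are not listed in these tables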
PREPL inh = human PREPL enzyme inhibition; recombinant PREPL, fluorescence polarization activity-based probe; inhibition, % at 5.96 µM; hit rate 0.68% among 320,000; AID 2751; Q4J6C6; in the data active means inhibition above about 43%;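 further: 0% = enzyme with DMSO and 100% = wells lacking enzyme; many of its hits are not listed in these tables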
GSTO1 counter = counter-screen for RBBP9 inhibitors: inhibitors of human GSTO1. recombinant GSTO1, activity-based probe fluorescence polarization. inhibition, % at 5.96 µM. hit rate 1.1% among 300,000. AID 1974;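 active means inhibition above the campaign mean inhibition plus 3 SD, cut at about 35% in these data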;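 further: 0% = GSTO1-1 with DMSO and 100% = wells lacking GSTO1-1 enzyme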
* = called active by the depositor; nt = no result given. Only part of the results is shown. The share of hits here may be higher or lower than overall.

Compound	LYPLA2 counter	pPAFAH inh	LYPLA1 inh	PAFAH1B3 FP inh	PAD4 FP inh	GSTO1 counter	PAFAH1B2 inh	PREPL inh	PME-1 primary
Cc1ccc(S(=O)(=O)N2CCN(Cc3nc4ccccc4[nH]3)CC2)cc1C	-2.0	6.4	2.2	2.1	5.2	9.4	3.3	12.2	-0.3
Cc1ccc2[nH]c(=O)c(COC(=O)c3ccccn3)cc2c1	-2.6	1.2	-3.7	1.6	-5.8	0.2	-4.4	-3.4	-0.6
Cc1ccc(C)c(NC(=O)CN(C)C(=O)c2cccc(S(=O)(=O)N(C)C)c2)c1	-1.0	3.3	5.1	-1.0	-4.7	-3.6	3.9	-7.6	0.8
Fc1ccc2nc(Nc3ccccc3)sc2c1	-1.3	9.1	-2.8	4.4	0.4	9.7	7.6	7.2	5.0
COc1ccccc1CCn1cnc2c3cc(C)ccc3n(C)c2c1=O	-1.0	3.7	-3.2	8.2	-1.0	-3.5	6.3	-1.8	-15.0
CCc1ccc(NC(=O)CN(C(=O)N2CCN(CC)CC2)S(=O)(=O)c2ccc(C)cc2)cc1	0.2	8.0	0.9	1.4	-2.3	29.8	3.5	-9.4	1.0
CC(C)C(OC(=O)c1ccco1)C(=O)NCc1cccs1 (configuration not stated)	-0.8	-1.9	1.7	3.0	-1.1	3.2	2.7	-2.2	1.9
O=C(Nc1ccc2oc(-c3cccc(F)c3)nc2c1)c1ccccc1F	1.6	3.4	1.9	2.6	-0.7	3.6	0.1	-3.9	-2.1
CCOC(=O)Cc1c(C)nc(-c2ccccc2)[nH]c1=O	3.4	3.2	2.2	7.2	1.4	5.9	-6.8	-3.5	1.2
O=C(c1ccco1)N1CCN(Cc2nnnn2CC2CCCO2)CC1 (configuration not stated)	-3.0	0.1	1.9	1.8	0.1	-2.4	0.4	-2.9	3.9
N#Cc1c(NC(=O)c2ccccc2)sc2c1CCC2	-1.8	-0.6	-0.1	10.7	-0.7	4.1	6.3	-4.8	-1.3
CC(C)(C)NC(=O)C(c1ccc(Cl)cc1)N(CCO)C(=O)c1snc(C(N)=O)c1N (configuration not stated)	-3.1	-1.4	1.8	3.4	-4.6	2.4	1.1	-0.2	-3.4
Cc1ccc2nc(C)cc(Cl)c2c1	2.5	-0.4	2.2	-4.0	-0.8	-3.0	4.9	-6.5	-2.1
COc1ccc(N(CC(=O)N2CCc3ccccc3C2)S(=O)(=O)c2c(C)[nH]c(=O)[nH]c2=O)cc1	-5.4	3.5	0.1	4.6	-0.3	33.6	8.0	16.1	1.9
CCOc1cc(N2CCOCC2)c(OCC)cc1NC1=NCCCCC1	1.9	5.3	-1.1	4.7	-6.0	15.8	4.4	14.9	2.9

(more compounds)
Compound	LYPLA2 counter	pPAFAH inh	LYPLA1 inh	PAFAH1B3 FP inh	PAD4 FP inh	GSTO1 counter	PAFAH1B2 inh	PREPL inh	PME-1 primary
Cc1ccc(C)c(N2CC(C(=O)Nc3cc(C)on3)CC2=O)c1 (configuration not stated)	-6.2	-2.6	-2.4	8.1	-6.8	0.9	6.5	-4.5	-1.8
Cc1noc(C)c1C(=O)OCC(=O)/C=C1\N(C)c2ccccc2C1(C)C	0.2	3.3	-3.0	5.2	-5.5	5.3	2.0	-1.7	-0.3
O=C(c1cc2c(=O)oc3ccccc3c2s1)N1CCOCC1	8.2	5.0	1.2	-4.7	0.4	-3.9	2.8	7.9	4.1
CN(Cc1ccccc1)C(=O)CSc1cc(=O)n(C)c2ccccc12	-1.4	28.6*	7.2	2.6	-1.9	9.6	-3.1	-7.1	5.2
COc1ccc(CNC(=O)c2cc(C3CC3)nc3c2cnn3C(C)C)cc1	-1.1	6.4	-3.6	-2.3	-4.0	nt	-3.0	20.1	8.5
CCCCNC(=O)c1sc(=S)n(-c2ccccc2OC)c1N	0.7	-1.1	-5.4	2.3	5.5	-2.5	3.4	5.9	-2.2
NC(=O)c1ccc(NC(=O)COC(=O)c2ccc([N+](=O)[O-])cc2)cc1	-2.1	1.0	-0.5	8.0	-1.0	8.4	5.1	-4.3	-1.2
CCOC(=O)NC(=O)COC(=O)CNC(=O)c1cccc(OC)c1	-0.1	3.7	2.6	7.5	-0.7	13.8	1.9	12.9	0.1
c1nc(COc2nsnc2N2CCOCC2)cs1	7.7	-0.2	3.4	2.5	0.3	9.4	-2.4	0.0	1.4
CCNc1ccc(C(=O)OCC(=O)Nc2cc(C)on2)cc1[N+](=O)[O-]	7.9	2.0	0.1	13.8	-1.8	nt	-2.1	0.6	0.9
C[C@H](CO)N1C[C@H](C)[C@@H](CN(C)C(=O)NC2CCCCC2)Oc2c(NS(=O)(=O)c3cn(C)cn3)cccc2C1=O	nt	-1.6	nt	9.4	-1.6	nt	0.1	0.5	nt
CC1C(c2ccccc2)N(C)C(c2ccccc2)CC1(O)c1ccccc1 (configuration not stated)	-4.4	-2.4	-3.6	-5.8	-6.3	-2.3	-1.7	-4.2	-4.3
Cn1c(=O)oc2cc(S(=O)(=O)N3CCC(C(=O)Nc4ccc(OC(F)(F)F)cc4)CC3)ccc21	2.5	-3.1	-3.0	6.8	0.1	2.1	0.1	1.4	-4.1
COc1ccc(-c2onc(C)c2-c2ccc3c(c2)OCCO3)c(O)c1	1.5	-3.2	-6.5	1.8	-2.9	2.0	-4.6	-1.9	1.5
CCOc1ccc(CN2CCCN(C)CC2)cc1	-3.1	-4.4	0.7	4.1	-3.9	-2.4	4.1	13.3	-1.5

Following part.
Compound	LYPLA2 counter	pPAFAH inh	LYPLA1 inh	PAFAH1B3 FP inh	PAD4 FP inh	GSTO1 counter	PAFAH1B2 inh	PREPL inh	PME-1 primary
COc1ccccc1CNC(=O)CSc1nc2nc(C)cc(C)n2n1	-0.2	-1.5	1.2	0.0	-4.5	6.1	-5.9	-1.6	-0.3
CC1CCCN(C(=S)NCc2ccccc2)C1 (configuration not stated)	5.6	1.1	0.2	2.4	-9.5	3.6	6.0	-3.7	3.4
COc1ccc(OC)c(CNC(=O)CCN2C(=O)COc3ccccc32)c1	2.3	-0.1	-2.3	5.5	0.9	-0.3	-1.7	1.4	1.2
CCSc1nnc(-c2ccc(Cl)cc2Cl)o1	1.9	-1.7	-2.6	-2.2	-3.1	-7.7	3.8	-3.4	-3.6
O=C(c1ccsc1)N1CCCC(N2CCN(c3cccc(Cl)c3)CC2)C1 (configuration not stated)	7.3	2.4	1.5	3.2	-4.8	1.0	0.4	3.6	0.6
Cc1ccc(CN2CC(C(=O)N3CCN(S(=O)(=O)c4cccc(F)c4)CC3)CC2=O)cc1 (configuration not stated)	0.2	-0.1	0.4	3.9	-3.5	0.7	-1.9	10.1	3.2
COC(=O)c1[nH]c2ccccc2c1NC(=O)CN1CC(C)OC(C)C1 (configuration not stated)	7.9	-4.2	-1.6	6.7	-2.1	17.3	0.5	-1.8	-9.3
COc1ccccc1NC(=O)c1sc2ncn(Cc3cccc(C)c3)c(=O)c2c1C	-2.2	-2.9	1.4	2.3	-3.1	17.9	-0.8	24.7	-3.5
COc1ccc(C(=O)NCc2cccnc2)cc1OC	-1.9	1.6	-2.3	3.6	-3.9	-4.0	2.0	4.2	0.9
CCCCn1nnnc1NCc1ccc(N2CCCC2)cc1	5.6	11.9	2.0	2.0	-2.7	-2.0	4.2	6.5	-6.7
COc1ccc(OC(=O)COc2cccc(C)c2)cc1	-2.9	4.9	-1.2	9.1	2.9	10.9	0.8	15.8	-2.0
COc1cc(OC)c(C(=O)OC(C)C(=O)Nc2cc(C(F)(F)F)ccc2Cl)cc1OC (configuration not stated)	-6.0	-4.1	-1.0	9.3	2.4	4.2	4.2	1.1	-3.4
O=C(COc1ccc(S(=O)(=O)NCc2ccccc2)cc1Cl)NCc1ccncc1	40.6*	5.3	-2.0	4.9	-2.3	5.4	1.0	-7.1	9.5
CCc1cccc(NC(=O)C2CCCN2S(=O)(=O)c2ccc3c(c2)n(C)c(=O)c(=O)n3C)c1 (configuration not stated)	6.2	-3.1	-1.1	3.4	-4.6	6.9	-0.3	0.8	1.2
Cc1cnc(NC(=O)c2ccco2)s1	-0.5	-0.6	-2.3	4.9	-4.8	5.7	7.5	-4.8	-3.1

(next part)
Compound	LYPLA2 counter	pPAFAH inh	LYPLA1 inh	PAFAH1B3 FP inh	PAD4 FP inh	GSTO1 counter	PAFAH1B2 inh	PREPL inh	PME-1 primary
CCCS(=O)(=O)N1CCC(CCOc2ccccc2)(C(=O)OCC)CC1	-0.6	4.8	-6.8	3.6	-2.9	10.9	2.5	6.2	-5.0
COc1cccc(-n2nnc3c(=O)n(C/C=C/c4ccccc4)cnc32)c1	-3.9	7.5	-4.0	-4.6	-2.8	-2.3	-0.2	-34.7	-7.7
CCOP(=O)(c1ccccc1)C1(C#N)CCCC1 (configuration not stated)	-7.0	-5.5	-1.8	3.3	-0.8	13.7	-1.6	15.6	-3.3
O=C(Nc1nc2ccccc2[nH]1)c1ccc(Br)o1	-4.5	-0.9	5.8	10.6	-0.6	3.5	3.3	2.0	-2.1
O=C(COC(=O)/C=C/c1ccccc1)NC1CCS(=O)(=O)C1 (configuration not stated)	-0.2	2.1	-2.9	11.1	2.5	nt	-3.6	7.4	-0.7
CCOC(=O)c1ccc(NC(=O)CSc2nc3ncccc3[nH]2)cc1	-2.5	-4.1	-3.6	-1.8	-1.7	-0.4	1.9	-10.3	-19.9
Cn1cccc1Cc1nnc(SCC(=O)Nc2ccc(F)cc2)n1CCc1ccccc1	-8.9	6.1	-5.5	11.8	0.5	0.0	3.2	2.7	-0.1
Cc1ccc(S(=O)(=O)c2c(C)nn(-c3ccccc3)c2OC(=O)c2ccco2)cc1	2.5	2.9	2.4	-3.0	0.9	-5.7	-0.6	-5.0	2.0
Cc1cc(=O)n2[nH]cc(C(=O)O)c2n1	2.4	-4.2	-1.8	2.2	1.2	-8.3	2.3	-1.2	-0.5
Cc1ccc(CNC(=O)C2CCC(=O)N(CC3CCCCC3)C2)o1 (configuration not stated)	3.7	1.1	1.7	0.8	0.0	-2.7	0.8	-0.2	3.0
CCOc1ccc(NC(=O)CN2C(=O)NC3(CCCC3)C2=O)cc1S(=O)(=O)N1CCCCC1	-11.4	-0.8	-5.3	4.2	-1.2	nt	0.8	16.9	-2.4
CCN(Cc1nc2ccccc2n1C)c1ccccc1	1.8	3.1	4.2	6.5	4.3	5.3	6.7	1.7	-8.2
COc1cc(CCC(=O)OCC(=O)N2CCc3ccccc32)cc(OC)c1OC	-6.9	3.5	0.9	0.1	-0.8	0.2	0.6	-4.6	-2.9
O=C1C2ON(c3ccc(Br)cc3)C(c3cccnc3)C2C(=O)N1C1CCCCC1 (configuration not stated)	3.1	4.1	-1.3	1.0	-2.8	-3.1	6.2	-13.9	-4.0
CC1Cc2ccccc2N1Cc1cc(=O)c(OCC(=O)Nc2ccccc2)co1 (configuration not stated)	3.0	15.2	2.5	0.9	-0.5	10.6	6.2	9.7	-2.1

Remaining list, next part:
Compound	LYPLA2 counter	pPAFAH inh	LYPLA1 inh	PAFAH1B3 FP inh	PAD4 FP inh	GSTO1 counter	PAFAH1B2 inh	PREPL inh	PME-1 primary
CN(C)c1ccc(C(CNC(=O)Cc2cccc3ccccc23)N(C)C)cc1 (configuration not stated)	0.7	3.9	-0.2	4.5	-5.7	9.3	2.8	14.0	-2.3
Cc1cccc(OCC(=O)Nc2nccs2)c1C	-2.1	-4.2	1.6	12.5	2.8	3.7	2.4	-18.8	1.3
CN(C)CCCOc1ccc(C(C)(C)c2ccccc2)cc1	3.1	13.0	1.1	-3.1	-4.2	7.6	6.0	-32.2	-3.4
O=C(Nc1ccccc1OC(F)F)c1ccc(-n2cncn2)c([N+](=O)[O-])c1	3.1	0.9	1.5	-5.4	2.1	-5.3	-3.2	-4.4	1.8

Assay outcomes deposited in PubChem by The Scripps Research Institute Molecular Screening Center.
